PPARg SRC1 recr: promotes SRC-1 coactivator recruitment by human PPARgamma | AID 631 | activation, % at 8 µM | PPARgamma-SRC-1 coactivator recruitment biochemical assay | P37231 | 200,000 tested, 0.41% active; in the data active means activation above about 19%;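 further: 0% = DMSO and 100% = reference agonist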
Target sequence (P37231 whole entry, looked up): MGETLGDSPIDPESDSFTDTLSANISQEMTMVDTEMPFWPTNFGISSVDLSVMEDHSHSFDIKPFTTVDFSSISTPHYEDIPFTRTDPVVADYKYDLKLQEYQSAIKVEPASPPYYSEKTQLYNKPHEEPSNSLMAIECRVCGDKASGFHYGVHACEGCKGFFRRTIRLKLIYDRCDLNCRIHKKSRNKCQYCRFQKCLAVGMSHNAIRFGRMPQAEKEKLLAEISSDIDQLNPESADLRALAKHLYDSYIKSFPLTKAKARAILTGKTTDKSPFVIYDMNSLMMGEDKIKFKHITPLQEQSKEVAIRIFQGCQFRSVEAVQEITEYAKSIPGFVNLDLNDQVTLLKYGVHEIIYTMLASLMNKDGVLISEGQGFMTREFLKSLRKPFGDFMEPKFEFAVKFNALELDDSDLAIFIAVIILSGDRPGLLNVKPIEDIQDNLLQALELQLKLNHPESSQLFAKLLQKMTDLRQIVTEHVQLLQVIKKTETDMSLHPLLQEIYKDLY
Redox H2O2 prof: compounds producing H2O2 with reducing agent – biochemical, NIH compound library profiling, artefact control for MLSCN library redox annotation, primary screen; DTT-dependent redox cycling H2O2, phenol red/HRP absorbance; 100% = 100 µM peroxide control, 0% = buffer; activation, % at 10 µM; 200,000 tested, 0.03% active;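 active means activation of at least 50% relative to the plate's high and low controls in the primary single-dose screen; inactive means activation below 50%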;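 further: compound incubated with DTT at 0.8 mM final as the reducing agent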
ROMK primary: human ROMK K+ channel modulation, primary screen | P48048 | Tet-inducible ROMK, thallium flux fluorescence; actives lie on both sides | B-score at 10 µM | 130,000 tested, 2% active | AID 1918;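 active means signal ratio slope over the read window, or its plate-corrected B-score, at least 3 SD from the plate mean, either direction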;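 further: B-score of the F/F0 ratio slope over 7 to 12 s after thallium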
Target sequence (P48048 whole entry, looked up): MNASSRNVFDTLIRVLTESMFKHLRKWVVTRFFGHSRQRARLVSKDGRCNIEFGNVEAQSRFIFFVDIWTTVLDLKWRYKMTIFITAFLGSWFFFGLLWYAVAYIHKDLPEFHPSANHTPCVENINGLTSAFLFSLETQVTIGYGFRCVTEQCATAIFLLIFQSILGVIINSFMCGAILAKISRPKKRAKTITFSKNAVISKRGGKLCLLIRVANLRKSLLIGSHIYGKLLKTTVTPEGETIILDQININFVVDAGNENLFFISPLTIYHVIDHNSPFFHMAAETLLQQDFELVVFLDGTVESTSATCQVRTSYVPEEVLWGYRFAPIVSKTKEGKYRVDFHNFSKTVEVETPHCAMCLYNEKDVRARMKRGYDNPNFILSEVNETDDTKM
S1P3 antag: S1P3 (human) receptor antagonism. CHO S1P3 NFAT-BLA reporter, FRET fluorescence, antagonist mode. inhibition, % at 4.98 µM. 170,000 tested, 0.27% active;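 active means inhibition above the plate cutoff, the mean inhibition of test wells on that plate plus 3 SD, cut at about 28% in these data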;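 further: cells challenged with S1P at its EC80 of 0.8 µM; blue over green emission ratio from cleaved BLA substrate after 4 h stimulation; 0% = S1P-stimulated wells and 100% = unstimulated DMSO-only wells; some compounds past the cut are filed as inactive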
PPARg SRC2 recr: promotes SRC-2 coactivator recruitment by human PPARgamma; PPARgamma LBD-SRC-2 recruitment, biochemical; activation, % at 8 µM; 200,000 tested, 0.34% active; AID 1032; in the data active means activation above about 22%;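 further: 0% = vehicle and 100% = reference agonist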
Lmaj promast: inhibitors of Leishmania major promastigote growth. Leishmania major promastigotes, resazurin fluorescence viability. inhibition, % at 10 µM. 200,000 tested, 9% active. AID 1063; in the data active means inhibition above about 50%;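 further: promastigotes grown with compound for 44 hours at 28 °C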
Efa HMGR inh: inhibitors of class II HMG-CoA reductase from Enterococcus faecalis; AID 1066; 190,000 tested, 0.41% active; purified E. faecalis HMGR, NADPH absorbance 340 nm kinetic; inhibition, % at 10 µM;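 active means inhibition above a set limit, the median over all tested compounds plus 3 SD, cut at about 9.5% in these data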;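 further: enzyme runs in reverse so mevalonate oxidation gives rising NADPH absorbance; 0% = complete reaction with DMSO and 100% = background rate lacking mevalonate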
TR-FRET SRC-2 ct: counter-screen for PPARgamma SRC-2 recruitment agonists: TR-FRET artefact | 200,000 tested, 0.4% active | TR-FRET ratio at 8 µM | hits give high values | AID 1049; in the data active means TR-FRET ratio above about 2000; further: inactives centre near 1500; reference of the scale not given here
PPARg SRC-3 ag: PPARgamma-driven SRC-3 recruitment agonism; AID 731; P37231; activation, % at 8 µM; 200,000 tested, 0.26% active; biochemical PPARgamma/SRC-3 coactivator recruitment assay; in the data active means activation above about 23%;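 further: 0% = DMSO and 100% = reference agonist; some compounds past the cut are filed as inactive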
RAM network inh: yeast RAM network inhibition. S. cerevisiae dse1pr::URA3 reporter, 5-FOA growth OD615, 2 d; analog-sensitive cbk1-as2 kinase mutant strain. inhibition, % at 50 µM. 190,000 tested, 1.8% active. AID 868;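 active means inhibition above a set limit, 3 SD over mean compound inhibition, cut at about 8.4% in these data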;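 further: 0% = DMSO-only wells with no growth and 100% = 10 µM 1-NA-PP1 full growth; inhibition rescues growth on 5-FOA so higher OD means more RAM inhibition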
bIAP inh: blocks bovine intestinal alkaline phosphatase activity. purified bovine IAP, CDP-star luminescence, 30 min. 190,000 tested, under 10 active. inhibition, % at 20 µM. AID 1019;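 active means over 50% inhibition of intestinal alkaline phosphatase at 20 µM in the single-dose screen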
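System: purified bovine intestinal alkaline phosphatase (IAP) enzyme; Input: IAP diluted 1/65,000,000 in the well; Measured by: CDP-star luminescence signal; Compound dosing: 20 µM single dose; Incubation: 30 min reaction at room temperature.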
Starred values were filed as active, the others as inactive; . = no result given.

Every second line gives: PPARg SRC-3 ag	ROMK primary	PPARg SRC1 recr	Redox H2O2 prof	bIAP inh	Efa HMGR inh	RAM network inh	S1P3 antag	Lmaj promast	TR-FRET SRC-2 ct	PPARg SRC2 recr
O=C(CSc1nnc(SCc2cccc3ccccc23)s1)Nc1ccc(C(=O)O)cc1
→ 5.6	0.0559	1.5	-0.5	14.1	-6.1	3.8	-0.1	-8.2	1620	9.4
COc1ccc(Br)cc1C(=O)Nc1ccc(C(=O)O)cc1
→ 2.6	-0.285	16.3	-1.2	-10.0	1.4	1.3	-11.5	-1.6	1913	1.8
CCN(CCn1cccn1)Cc1c(C(=O)N2CCCCCCC2)nc2ccc(Cl)cn12
→ 3.3	.	-1.7	-0.8	-6.4	-11.9	2.6	0.9	-3.1	1565	3.0
O=C(O)Cn1nnnc1SCC(=O)Nc1ccccc1F
→ 3.1	0.457	4.7	-0.1	2.8	-2.0	1.6	1.5	-6.5	1625	1.2
CCc1c(O)nc(SCC(=O)Nc2ccccc2)n(-c2ccccc2)c1=O
→ 1.0	.	-0.7	-2.3	7.8	-2.1	2.9	-6.8	-6.2	1664	5.7
CN1CCN(Cc2ccc(Sc3ccc(Cl)cc3)c([N+](=O)[O-])c2)CC1
→ 1.8	-0.758	9.6	-0.6	-10.6	-0.5	0.3	-16.7	99.5*	1745	2.1
COc1ccc(C2C(C(=O)Nc3cccc(C)n3)CCC(=O)N2c2ccc(OC)cc2)cc1 (stereo not drawn)
→ 2.9	.	0.8	0.9	-7.1	0.3	0.9	-3.0	-6.5	1628	5.4
CCOc1[nH]n(-c2ccc(Cl)cc2)c(=O)c1C=Nc1ccc(Cl)cc1
→ -14.3	.	-9.4	1.9	2.0	3.7	5.5	.	-7.5	1609	8.0
COc1cccc(CN2CCNC(=O)C2CC(=O)O)c1OC (stereo not drawn)
→ -10.4	.	-4.9	-0.7	5.7	-0.2	0.3	11.0	-6.6	1240	-13.0
Cc1ccc(C(C(=O)NC(C)(C)C)N(Cc2ccc3c(c2)OCO3)C(=O)c2ccc(CN3CCOCC3)o2)o1 (stereo not drawn)
→ 0.8	0.447	1.0	-0.4	-6.5	14.5*	0.5	-11.1	-2.8	1502	2.9
C/C(CS(=O)(=O)c1ccccc1)=N\O
→ 3.6	0.221	5.0	-0.8	-2.5	-5.5	-0.1	-4.6	-3.0	1560	3.1
N#C/C(=C\c1ccccc1)c1n[nH]c(Cn2cncn2)n1
→ 6.2	0.0188	-1.6	0.2	-5.4	0.0	0.7	.	0.9	1568	0.7
CO/C=C/C#CC1(O)CCN(C)CC1
→ 7.1	1.14	8.6	1.6	1.9	-2.1	-0.7	15.9	-6.1	1653	-0.3
O=C(Nc1ccc(N=Nc2ccccc2)c(NC(=O)C2CCCO2)c1)C1CCCO1 (stereo not drawn)
→ 0.9	.	-4.3	0.1	-0.8	-10.0	-0.2	4.4	26.4	1611	5.6
O=[N+]([O-])c1ccc(CSc2nnc(SCc3ccc(Cl)cc3)s2)cc1
→ 1.2	0.51	5.4	1.3	17.4	-4.2	6.2	-44.6	-7.9	1567	-0.6
Cc1ccccc1CSc1nnc(Cn2c(=O)sc3ccccc32)n1C
→ 3.0	.	5.6	-0.1	12.9	-3.6	1.0	-6.8	-1.4	1754	1.1
O=c1ccc(OCCOc2ccccc2)nn1-c1ccccc1
→ 5.4	0.525	4.8	-0.1	7.0	-2.4	0.6	7.4	14.5	1634	5.2
CCn1cc(Br)c(C(=O)NC(=S)Nc2ccc(C(=O)OC)cc2)n1
→ 2.2	1.22	9.7	-0.5	9.0	-1.9	7.4	-9.1	-4.9	1583	4.9
c1ccc(C2=Nc3cccnc3C(c3ccccc3)=NN2)cc1
→ -3.3	0.55	3.9	-0.4	5.3	-2.4	0.1	-9.4	9.4	1431	-3.3
COCC(C)Nc1ncnc2c1cnn2-c1ccc(Cl)cc1 (stereo not drawn)
→ 3.1	-1.49	0.2	-0.2	16.2	-9.1	0.3	.	6.5	1592	1.8
COc1ccc(CCNC(=O)c2cc3sccc3n2C)cc1OC
→ -6.8	-0.0173	6.3	1.4	-3.6	0.2	-0.1	-26.6	7.2	1355	-11.5
COc1ccc(C(=O)N2N=C(c3ccccc3)CC2(O)C(F)(F)F)cc1 (stereo not drawn)
→ -0.1	2.14	6.0	-0.1	18.4	1.0	4.6	-6.7	2.3	1580	12.9
CCOC(=O)CSc1nc2c(sc(=S)n2Cc2ccco2)c(=O)n1-c1ccccc1
→ -11.4	-0.424	-5.3	-0.3	-10.2	-2.8	7.5	.	6.2	1446	-8.1
COC(=O)c1ccccc1NC(=O)C1COc2ccccc2O1 (stereo not drawn)
→ 2.1	-2.06	2.0	1.1	-5.9	0.7	2.8	.	-2.3	1576	1.3
CCOc1ccc(-c2nc(CSc3nnc(N)s3)cs2)cc1OC
→ 9.1	.	2.6	0.1	6.5	-2.6	1.6	.	-0.4	1577	-0.8
CC(C)COc1ccc(CNC(=S)N/N=C/c2ccc([N+](=O)[O-])cc2)cc1
→ 4.3	0.0937	-3.8	0.0	13.0	-6.6	4.4	.	2.0	1495	4.8
CCOC(=O)CNC(=O)N1CCCC(CNS(=O)(=O)Cc2ccccc2)C1 (stereo not drawn)
→ 3.3	0.375	5.0	3.2	1.4	-4.5	1.2	3.5	-2.8	1656	-5.3
CCOC(=O)c1c(NC(=O)COC)sc2c1CCCC2
→ 16.3	.	-4.3	3.1	3.7	-8.0	2.3	-9.3	5.2	1636	0.6
COC(=O)Nc1c(-c2ccccc2)nc2ccccn12
→ -5.7	.	0.4	-0.1	27.7	-5.1	2.5	8.8	1.1	1551	0.1
CCOc1ccc(C(=O)NC2CCN(CC(=O)NCc3cccs3)CC2)cc1
→ -6.0	-0.342	3.8	-0.8	1.3	-4.0	0.6	-8.2	-4.6	1519	-2.3
O=C(OCCN1CCCCC1)c1ccc(Cl)cc1
→ 0.5	-0.723	0.3	0.4	-0.9	-3.6	0.3	.	-4.9	1545	0.7
COc1ccc(-c2nc(NC(C)=O)sc2-c2ccc(OC)cc2)cc1
→ -1.4	0.0158	-2.1	0.3	2.0	6.0	4.2	-10.6	31.5	1457	2.3
O=C(CSCc1ccccc1)Nc1nccs1
→ -4.9	.	-0.7	0.0	-8.5	-3.7	0.8	0.8	1.9	1432	-4.5
CNC(=O)NC(=O)CSc1nc2ccccc2n1CCOC
→ -2.7	.	-0.5	1.3	5.5	-5.4	-0.4	.	-0.8	1490	-5.9
CCOC(=O)Nc1nnc(-c2ccccc2OC)s1
→ -13.1	.	-2.6	3.0	8.0	1.4	4.4	3.5	0.2	1446	-3.4
CC(C)NC(=O)C1CCN(C2CCN(C(=O)c3scc4c3CCCC4)CC2)CC1
→ 1.2	0.18	3.0	-1.3	-28.6	2.8	0.9	-6.9	52.4*	1588	2.4
c1ccc(CNn2nnnc2-c2ccccc2)cc1
→ 8.2	.	2.5	0.0	16.8	1.2	0.6	29.4	-7.2	1466	10.7
COc1ccc(Cl)cc1NC(=S)N(CCN1CCOCC1)C1CCN(C(C)=O)CC1
→ -2.9	.	-2.0	-0.1	5.4	-2.4	2.0	-9.7	-5.9	1500	7.0
COc1ccc(NC(=O)CSc2ncn(-c3ccccc3)n2)cc1Cl
→ 6.3	.	6.6	1.2	27.5	0.6	1.7	-0.6	1.6	1464	-0.9
O=c1ccc(/C=C/c2ccccc2)nn1Cc1ccc(F)cc1
→ 8.5	.	3.6	-1.2	-7.8	-6.8	5.0	0.4	-4.0	1506	2.7
CNC(=O)c1csc(-c2cccs2)n1
→ 6.5	0.041	-5.5	-0.5	-2.3	-4.8	-0.1	-9.9	-2.1	1483	1.2
CNC(=S)NNC(=O)c1sc2cc(C(F)(F)F)cnc2c1-c1ccccn1
→ 5.8	-0.352	-0.3	-0.7	-23.9	5.2	8.6*	4.3	-6.0	1622	5.3
Cc1cc(NC(=O)CSc2nnc(C3CC3)n2Cc2ccccc2)no1
→ -1.4	1.58	-1.4	0.4	4.5	1.4	1.3	.	-3.6	1635	1.6
CN(Cc1ccc(F)cc1)C(=O)CCc1nnc(-c2ccccc2)o1
→ -3.9	-0.716	-2.5	-0.5	1.3	-4.5	-0.1	0.9	-5.2	1630	-1.9
Cc1c(NC(=O)/C=C/c2ccc(S(=O)(=O)N3CCOCC3)cc2)c(=O)n(-c2ccccc2)n1C
→ 5.8	-1.16	0.2	-0.3	-4.5	1.0	3.1	11.8	-6.3	1601	5.2
C(=C\c1ccccc1)/CNCC1CCCO1 (stereo not drawn)
→ 3.0	0.556	7.6	0.5	-4.5	11.1*	-0.1	-4.5	-3.8	1546	14.0
O=C(NCCc1c[nH]c2ccccc12)/C(=C/c1cccnc1)NC(=O)c1ccccc1
→ 4.9	.	7.1	-0.1	-17.1	6.4	0.1	5.6	-6.5	1819	4.3
Nc1ccc2c(c1)sc1ccccc12
→ 1.6	-1.82	-1.0	0.1	15.2	-6.9	2.5	-1.4	-0.3	1611	5.0
CCCCSc1nc2ccccc2n1CC(=O)O
→ 14.4	-0.4	-3.0	1.0	-8.9	-3.4	1.8	.	-6.2	1703	5.5
O=C(NCCN1CCOCC1)c1cc2n(n1)C(C(F)(F)F)CC(c1ccc(F)cc1)N2 (stereo not drawn)
→ -5.5	-0.00831	-5.5	-0.2	-20.4	-1.5	-0.1	.	24.4	1502	-1.8
